# Dengue-2 NS5 capping: Dengue-2 NS5 methyltransferase inhibitors, primary screen, biochemical, confirmation dose response (AID 588689); Dengue-2 NS5 methyltransferase capping enzyme assay, biochemical; higher % means a stronger effect; inhibition, % at 25 µM; hits with a dose series show IC50 in µM; 0.3% of 340,000 active; in the data active = a potency from the dose series; inconclusive = inhibition above about 29% without an active follow-up result
# MgcRacGAP inhibition: MgcRacGAP GTPase-activating activity inhibitors, confirmation, biochemical, ADP Hunter fluorescence. 0.6% of 340,000 active. inhibition, % at 30 µM, or IC50 in µM where a hit was titrated. Rac GTPase-activating protein 1 (Homo sapiens). MgcRacGAP-stimulated Rac1 GTP hydrolysis, ADP Hunter fluorescence; higher % means a stronger effect; GST-tagged Rac1 F28L mutant substrate. AID 624330, 2012;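 active = first-screen hits whose inhibition reached a set limit at any dose in the follow-up dose series; inconclusive = inhibition above the set first-screen limit but never retested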;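 also: fluorescence reports GDP produced by GAP-driven GTP hydrolysis; strong numbers were not always called active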
# Numbers without * were called inactive; ? = inconclusive. Some of the compounds tested (hit frequency here may not be typical).
# Under each structure: Dengue-2 NS5 capping, MgcRacGAP inhibition
> Cc1ccc(CNC(=O)c2ccc(S(=O)(=O)N3CCCC3)cc2)cc1
 : -2%, -21%
> CC1(C)CC(=O)C(CC(=O)c2ccccc2)=C(NN=C(N)N)C1
 : 1%, 8%
> NC(=O)N/C=C1\CCCOC1=O
 : -1%, 4%
> CCOC(=O)c1c(C)[nH]c(C(=O)N(C)CC(=O)Nc2ccc(OCC)c(OCC)c2)c1C
 : -1%, 19%
> Cc1ccc([C@H]2N[C@]3(CCCN(Cc4ccc(C(F)(F)F)cc4)C3=O)[C@H]3C(=O)N(Cc4ccccc4)C(=O)[C@@H]23)cc1
 : -6%, 9%
> C=CCNC(=O)CSc1nnc(-c2cccc(S(=O)(=O)N3CCOCC3)c2)o1
 : -5%, 6%
> COc1ccc(N2C[C@H](CSC)[C@@H](CC(=O)Nc3ccccc3)C2=O)cc1
 : 3%, 16%
> Cc1cc(OCc2cc(C(=O)NC(C)c3cnn(C)c3)no2)cc(C)c1Cl (stereo not given)
 : -4%, 13%
> O=C(CNC(=O)N1CC(=O)Nc2ccccc21)Nc1ccc(Br)cc1F
 : -1%, 14%
> CO[C@H](C(=O)N(C)C[C@@H]1OCc2ccccc2-c2c(n(C)c3ccccc23)C(=O)N([C@H](C)CO)C[C@@H]1C)c1ccccc1
 : 5%, 6%
> O=S(=O)(c1ccc(F)c(F)c1)N1CCCCCCC1
 : 6%, 8%
> Cc1ccc([C@H]2N[C@]3(CCCN(Cc4ccc(F)cc4)C3=O)[C@H]3C(=O)N(Cc4ccccc4)C(=O)[C@@H]23)cc1
 : -7%, 15%
> Cc1cccc(NC(=O)c2cc([N+](=O)[O-])ccc2N2CCOCC2)c1C
 : -5%, -6%
> CCC(Sc1nc2ccsc2c(=O)n1Cc1ccc(C(=O)O)cc1)C(=O)Nc1ccc(Cl)cc1 (stereo not given)
 : 16%, 10%
> COCCCNC1=C(C#N)C(=O)NC2(CCCC2)S1
 : -13%, 31%
> C[C@@H]1CN([C@@H](C)CO)S(=O)(=O)c2ccc(Br)cc2O[C@H]1CN(C)C(=O)c1ccccc1F
 : -6%, 9%
> CCCCN1C(=O)C(CC(=O)NC2CCCC2)CC(C(=O)N(C)C)=C1C (stereo not given)
 : 6%, 16%
> Cc1cccc(N(CC(=O)NCc2ccco2)S(=O)(=O)c2ccccc2)c1
 : -9%, 10%
> C#CCN(C[C@H]1[C@H](OC(=O)NCc2ccc(OC)c(OC)c2)[C@H](OC(=O)NCc2ccc(OC)c(OC)c2)C[C@H]2C(=O)N(c3ccccc3)C(=O)[C@@H]12)S(=O)(=O)c1ccc(C)cc1
 : 3%, 6%
> CNC(=O)C[C@H]1C(=O)N(CCc2ccccc2)C[C@@H]1CSC
 : 4%, 16%
> COc1ccccc1C#CC1=CC(=O)CC(C)(C)C1
 : 8%, 15%
> Cc1cccc(C(=O)NNC(=O)C2CCCCC2)c1O
 : 2%, 8%
> COc1cc(CNC[C@H]2O[C@@H](n3ccc(N)nc3=O)[C@H](O)[C@@H]2O)ccc1OCc1ccc(C)cc1
 : -6%, 4%
> CCN(CC(=O)NC(C)(C)C)C(=O)c1cccc(S(=O)(=O)N2CC3(C)CC2CC(C)(C)C3)c1 (stereo not given)
 : -2%, 22%
> Cc1ccc(S(=O)(=O)NCCc2nnc3ccc(N4CCOCC4)nn23)cc1
 : 5%, 8%
> CCN1C(=O)c2cccc3c(S(=O)(=O)N(C)C)ccc1c23
 : -1%, 5%
> C[C@H](CO)N1C[C@H](C)[C@H](CN(C)C(=O)Nc2ccc(-c3cccs3)cc2)OCc2cnnn2CCCC1=O
 : 1%, 17%
> CC1=C(C#N)C(=O)NC1(C)O (stereo not given)
 : 5%, 8%
> NC(=O)c1ccc(NC(=O)COC(=O)C23CC4CC(CC(C4)C2)C3)cc1
 : -4%, 6%
> CCC/C=C/c1ccc(CN2C(CC(C)C)C(=O)N(Cc3cn(CCC4OCCO4)nn3)CCS2(=O)=O)cc1 (stereo not given)
 : 2%, 6%
> C[C@@H]1CN([C@@H](C)CO)C(=O)CCCn2nncc2CO[C@@H]1CN(C)S(=O)(=O)c1ccc2ccccc2c1
 : -13%, -25%
> COc1cc(NC(C)=O)c2ncccc2c1Br
 : -9%, 7%
> O=C(NCC(c1cccs1)N1CCOCC1)c1cc(F)cc(F)c1 (stereo not given)
 : -7%, 1%
> C[C@H]1CN([C@@H](C)CO)C(=O)c2c(c3ccccc3n2C)-c2ccccc2CO[C@H]1CN(C)C(=O)[C@@H]1CCCN1C
 : -4%, 8%
> CC(=NNC(N)=O)C1CC2CCC1CC2 (stereo not given)
 : 1%, 4%
> C[C@@H]1CN([C@@H](C)CO)C(=O)c2cc(Br)cnc2O[C@H]1CN(C)C(=O)CCN1CCCCC1
 : -6%, 15%
> O=S(=O)(c1ccccc1)N1CCN(CCOc2ccc(F)cc2)CC1
 : -1%, 18%
> COc1cc(C=CC(=O)N2CCN(CC(=O)N3CCCC3)CC2)cc(OC)c1OC
 : 1%, 12%
> Cc1ccccc1-n1nc2c(c1NC(=O)C1CC1)CS(=O)(=O)C2
 : -1%, 16%
> C[C@@H]1CN([C@H](C)CO)S(=O)(=O)c2ccc(C#CCN(C)C)cc2O[C@@H]1CN(C)Cc1ccccc1F
 : -6%, 15%
> COc1ccc([C@@H]2C[C@H]3[C@@H](CN2S(=O)(=O)c2ccccc2)C(=O)C[C@@H](c2ccccc2F)N3S(=O)(=O)c2ccc(C)cc2)cc1
 : 2%, 12%
> Cc1cccc(C(=O)C(O)(c2ccccc2)C2CCCCC2=O)c1 (stereo not given)
 : 2%, 8%
> COc1ccccc1-c1noc(CCC(=O)Nc2cccnc2)n1
 : 2%, 12%
> CCCCNC(=S)N(CCCO)Cc1cc2cc3c(cc2[nH]c1=O)OCO3
 : -2%, 23%
> CN[C@H]1C[C@H]2c3cc(-c4ccccc4)ccc3CCN2C(=O)[C@H]1[C@H](C)O
 : -1%, 12%
> COc1ccc(C)cc1S(=O)(=O)NCc1ccccn1
 : 1%, 12%
> COc1ccc(C(=O)NN/C=C/C(=O)c2ccc(Br)cc2)cc1
 : -4%, -1%
> COCC1CCN(C(=O)c2cc(COc3ccc(OC)cc3Cl)on2)C1 (stereo not given)
 : 1%, 11%
> CCCCCCN1C[C@H](n2cc(C3CC3)nn2)[C@@H](O)C[C@@H]1c1ccc(Cl)cc1
 : -1%, 14%
> CSc1nc(S(=O)(=O)c2ccc(C)cc2)c(N2CCOCC2)s1
 : -1%, 10%
> Cc1ccc(S(=O)(=O)Nc2ccc3c(c2)C(=O)N([C@H](C)CO)C[C@H](C)[C@H](CN(C)C(=O)Nc2cccc4ccccc24)OCCCC[C@@H](C)O3)cc1
 : 2%, 3%
> C[C@@H]1CN([C@@H](C)CO)C(=O)CCCn2nncc2CO[C@@H]1CN(C)C(=O)CCC(F)(F)F
 : 5%, 16%
> CNC[C@@H]1Oc2cc(Br)ccc2S(=O)(=O)N([C@@H](C)CO)C[C@H]1C
 : -2%, 10%
> CC(=O)N1CC2(CC(c3ccc(Cl)cc3Cl)=NO2)CN1c1cccc(Cl)c1 (stereo not given)
 : -2%, 10%
> O=C1CCC2(CCCC2)c2ccccc21
 : 4%, 0%
> O=C(CCNC(=O)N1CC(=O)Nc2ccccc21)NCc1cccc(C(F)(F)F)c1
 : -7%, 0%
> C[C@H](CO)N1C[C@H](C)[C@H](CN(C)S(=O)(=O)c2ccccc2)OCc2ccccc2-c2c(n(C)c3ccccc23)C1=O
 : -4%, 9%
> CCOC(=O)c1c(-c2cc(OC)c(OC)c(OC)c2)csc1NC(=O)c1ccccc1
 : 6%, 8%
> COc1cc(C=C2CCCC(=Cc3ccc(OCC4CO4)c(OC)c3)C2=O)ccc1OCC1CO1 (stereo not given)
 : 1%, 7%
> COc1cccc2sc(=NC(=O)CS(=O)(=O)c3ccccc3)n(C)c12
 : -3%, 9%

# Further compounds
# Under each structure: Dengue-2 NS5 capping, MgcRacGAP inhibition
> Cc1ccc(S(=O)c2ccc([N+](=O)[O-])c3nonc23)cc1 (stereo not given)
 : ?, 20%
> C[C@@H]1CN([C@H](C)CO)C(=O)c2cc(Br)cnc2O[C@@H]1CN(C)Cc1ccc(F)cc1
 : -4%, 11%
> COc1ccc(N(C)S(=O)(=O)c2cccc(C(=O)OCC(=O)Nc3cc(C)ccc3OC)c2)cc1
 : 3%, 12%
> Cc1cccc(-c2ccc3[nH]c4c(c3c2)CCN2C[C@@H]([C@H](C)OC(=O)Nc3ccccc3C)[C@@H](N(C)C(=O)Nc3ccccc3C)C[C@@H]42)c1
 : -12%, 22%
> COc1ccc(S(=O)(=O)N2CCC(C(=O)NCCC(=O)NCc3cccnc3)CC2)cc1
 : 1%, 8%
> CN(C)c1ccc(/C=C/CNC[C@H]2O[C@@H](n3ccc(N)nc3=O)[C@H](O)[C@@H]2O)cc1
 : 2%, 26%
> C[C@H]1Cn2cnc(C(=O)N[C@H](C)c3ccccc3)c2C(=O)N1
 : -9%, 11%
> C[C@@H]1CN([C@H](C)CO)C(=O)CCCn2nncc2CO[C@@H]1CN(C)C(=O)c1ccc(N2CCN(C)CC2)cc1
 : -8%, 9%
> O=C1c2ccccc2C(=O)N1C1C=CC=CC=C1
 : -40%, 7%
> CCOC(=O)Cn1nc2oc(=O)c(CCN3CCN(c4ccccc4OC)CC3)c(C)c2c1C
 : 4%, 7%
> CCCCCCN1CCN(C2CN(Cc3ccc([N+](=O)[O-])cc3)S(=O)(=O)C2)CC1 (stereo not given)
 : -4%, 12%
> CCOC(=O)C1c2cccc(O)c2CCN1C(C)=O (stereo not given)
 : -2%, 7%
> C[C@@H](O)CNC(=O)c1[nH]cnc1C(=O)Nc1ccc(CNC(=O)OC(C)(C)C)cc1
 : -1%, 11%
> CS(=O)(=O)N(CC(=O)N1CCCC1)c1ccc(F)cc1
 : -1%, 7%
> C[C@H](O)C#Cc1ccc2c(c1)O[C@@H](CN(C)C(=O)c1ccncc1)[C@@H](C)CN([C@H](C)CO)S2(=O)=O
 : -9%, 8%
> C#CC1(N2CCCCC2)CCCCC1
 : 2%, 4%
> Cc1cc(NC(=O)COc2ccc3c(C)c(C)c(=O)oc3c2)no1
 : -2%, 3%
> O=C(CNC(=O)c1ccccc1)OC(C(=O)O)c1ccc(F)cc1 (stereo not given)
 : -11%, 1%
> CN(CC(=O)Nc1ccc(Cl)c(C(F)(F)F)c1)C(=O)COc1cccc2cccnc12
 : -6%, -2%
> COc1ccc(-c2ccc3[nH]c4c(c3c2)CCN2C[C@H]3[C@H](C)ON(C)[C@H]3C[C@@H]42)cc1
 : -4%, 20%
> O=C(c1cc(COc2c(F)cccc2F)on1)N1CC[C@@H]2CCCC[C@H]2C1
 : 4%, 22%
> O=C(c1cccs1)N1C[C@H](n2cc(C3CC3)nn2)[C@@H](O)C[C@@H]1c1ccc(Cl)cc1
 : -8%, 6%
> CN(N=Cc1ccccc1)C(=S)Nc1ccccc1
 : 2%, 5%
> C[C@@H]1CN([C@H](C)CO)C(=O)CCCn2cc(nn2)CO[C@H]1CN(C)C(=O)Nc1ccccc1
 : -7%, 17%
> C[C@@H]1CCCCO[C@@H](CN(C)C(=O)Nc2ccc3c(c2)OCO3)[C@@H](C)CN([C@H](C)CO)C(=O)c2cc(N(C)C)ccc2O1
 : 2%, 17%

# Compounds shown so far containing fluorine, in the order listed:
# Under each structure: Dengue-2 NS5 capping, MgcRacGAP inhibition
> Cc1ccc([C@H]2N[C@]3(CCCN(Cc4ccc(C(F)(F)F)cc4)C3=O)[C@H]3C(=O)N(Cc4ccccc4)C(=O)[C@@H]23)cc1
 : -6%, 9%
> O=C(CNC(=O)N1CC(=O)Nc2ccccc21)Nc1ccc(Br)cc1F
 : -1%, 14%
> O=S(=O)(c1ccc(F)c(F)c1)N1CCCCCCC1
 : 6%, 8%
> Cc1ccc([C@H]2N[C@]3(CCCN(Cc4ccc(F)cc4)C3=O)[C@H]3C(=O)N(Cc4ccccc4)C(=O)[C@@H]23)cc1
 : -7%, 15%
> C[C@@H]1CN([C@@H](C)CO)S(=O)(=O)c2ccc(Br)cc2O[C@H]1CN(C)C(=O)c1ccccc1F
 : -6%, 9%
> O=C(NCC(c1cccs1)N1CCOCC1)c1cc(F)cc(F)c1 (stereo not given)
 : -7%, 1%
> O=S(=O)(c1ccccc1)N1CCN(CCOc2ccc(F)cc2)CC1
 : -1%, 18%
> C[C@@H]1CN([C@H](C)CO)S(=O)(=O)c2ccc(C#CCN(C)C)cc2O[C@@H]1CN(C)Cc1ccccc1F
 : -6%, 15%
> COc1ccc([C@@H]2C[C@H]3[C@@H](CN2S(=O)(=O)c2ccccc2)C(=O)C[C@@H](c2ccccc2F)N3S(=O)(=O)c2ccc(C)cc2)cc1
 : 2%, 12%
> C[C@@H]1CN([C@@H](C)CO)C(=O)CCCn2nncc2CO[C@@H]1CN(C)C(=O)CCC(F)(F)F
 : 5%, 16%
> O=C(CCNC(=O)N1CC(=O)Nc2ccccc21)NCc1cccc(C(F)(F)F)c1
 : -7%, 0%
> C[C@@H]1CN([C@H](C)CO)C(=O)c2cc(Br)cnc2O[C@@H]1CN(C)Cc1ccc(F)cc1
 : -4%, 11%
> CS(=O)(=O)N(CC(=O)N1CCCC1)c1ccc(F)cc1
 : -1%, 7%
> O=C(CNC(=O)c1ccccc1)OC(C(=O)O)c1ccc(F)cc1 (stereo not given)
 : -11%, 1%
> CN(CC(=O)Nc1ccc(Cl)c(C(F)(F)F)c1)C(=O)COc1cccc2cccnc12
 : -6%, -2%
> O=C(c1cc(COc2c(F)cccc2F)on1)N1CC[C@@H]2CCCC[C@H]2C1
 : 4%, 22%

# Looked up above:
# CN(N=Cc1ccccc1)C(=S)Nc1ccccc1 in MgcRacGAP inhibition has 5%
# C[C@@H]1CN([C@H](C)CO)C(=O)CCCn2cc(nn2)CO[C@H]1CN(C)C(=O)Nc1ccccc1 in MgcRacGAP inhibition has 17%
